UPR XBP1 act: adaptive UPR (XBP1) activation; CHO-XBP1 luciferase reporter, IRE1-XBP1 UPR activation, luminescence; percent of tunicamycin response, DMSO as zero; activation, % at 20 µM; actives 0.33% (n = 330,000); AID 463104;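 active = versus positive control, 20 µM dose yields 30% or more activation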;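 note: 100% = tunicamycin at 10 µg/mL and 0% = DMSO only wells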
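Material: IRE1-XBP1 luciferase reporter CHO line / Quantity: one thousand reporter cells per well / Buffer or medium: F12 with 10% serum / Compound: 20 µM single concentration, DMSO 1% / Times: 6 h treatment, 37 °C / Detection: Steady-Glo luciferase glow luminescence, 10 min after reagent addition / Benchmarks: tunicamycin high, DMSO low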
Jurkat NFkB inh: inhibitors of the PMA/ionomycin-induced NF-kB reporter in Jurkat cells; inhibition, % at 4 µM; PMA/ionomycin-induced NF-kB luciferase reporter, luminescence; actives 0.53% (n = 330,000); in the data active = inhibition above about 50%
tim23-1 inh: inhibits growth of tim23-1 mutant yeast | S. cerevisiae tim23-1 growth, BacTiter-Glo luminescence, 24 h | AID 463212 | actives 1.3% (n = 330,000) | inhibition, % at 20 µM;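 active = growth inhibition of the mutant yeast at or above 50%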;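 note: temperature-sensitive mutant grown at 25 °C; plate controls were DMSO-treated mutant yeast for no effect and medium wells lacking yeast for full effect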
697 NFkB inh: lowers PMA/ionomycin-induced NF-kB signal in 697 B cells; 697 B-cell NF-kB luciferase reporter, 16 h; actives 0.33% (n = 330,000); inhibition, % at 4 µM; in the data active = inhibition above about 35%
Mdm2 MdmX PPI: human Mdm2/MdmX binding inhibition; O15151+Q00987; SaOS-2 split-luciferase Mdm2/MdmX complementation, luminescence; inhibition, % at 8 µM; actives 3% (n = 330,000); AID 485346;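 active = inhibition of at least 50% at 8 µM in the primary screen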
Target sequence (O15151 whole entry, looked up): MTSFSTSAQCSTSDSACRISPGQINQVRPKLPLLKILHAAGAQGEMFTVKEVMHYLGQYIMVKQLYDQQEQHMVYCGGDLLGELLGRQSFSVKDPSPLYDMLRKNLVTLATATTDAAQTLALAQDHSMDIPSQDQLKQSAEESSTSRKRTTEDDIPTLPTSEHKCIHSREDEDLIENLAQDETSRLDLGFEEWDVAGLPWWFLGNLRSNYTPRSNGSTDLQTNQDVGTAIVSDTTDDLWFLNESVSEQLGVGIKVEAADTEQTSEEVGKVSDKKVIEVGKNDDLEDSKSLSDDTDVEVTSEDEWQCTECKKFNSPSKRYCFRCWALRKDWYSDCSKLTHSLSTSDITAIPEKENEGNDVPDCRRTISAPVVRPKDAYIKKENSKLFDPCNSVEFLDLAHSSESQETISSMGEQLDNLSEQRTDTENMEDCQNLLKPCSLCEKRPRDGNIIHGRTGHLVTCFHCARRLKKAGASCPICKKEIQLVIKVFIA
Target sequence (Q00987 whole entry, looked up): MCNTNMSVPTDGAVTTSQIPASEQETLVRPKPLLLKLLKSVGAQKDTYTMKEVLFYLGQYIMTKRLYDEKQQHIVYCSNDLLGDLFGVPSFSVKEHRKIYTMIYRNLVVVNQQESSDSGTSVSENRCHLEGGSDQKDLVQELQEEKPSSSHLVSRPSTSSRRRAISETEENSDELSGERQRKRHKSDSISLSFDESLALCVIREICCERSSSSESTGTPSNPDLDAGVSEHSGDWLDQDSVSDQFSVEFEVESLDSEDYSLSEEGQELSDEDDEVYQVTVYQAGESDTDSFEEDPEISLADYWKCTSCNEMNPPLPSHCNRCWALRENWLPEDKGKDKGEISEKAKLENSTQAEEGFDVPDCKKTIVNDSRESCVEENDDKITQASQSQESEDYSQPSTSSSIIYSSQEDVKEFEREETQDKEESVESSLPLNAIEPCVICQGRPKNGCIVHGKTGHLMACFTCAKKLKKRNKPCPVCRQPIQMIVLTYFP
tim10-1 inh: tim10-1 yeast growth inhibition; inhibition, % at 20 µM; actives 2.2% (n = 330,000); S. cerevisiae tim10-1 ts strain growth, BacTiter-Glo, 24 h;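 active = inhibition of at least 40%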;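 note: mutant grown at 25 °C; 0% = DMSO wells with yeast and 100% = wells holding no yeast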
UPR CHOP act: apoptotic UPR (CHOP) activation | CHO-CHOP luciferase reporter, luminescence; percent of tunicamycin response over DMSO baseline | activation, % at 10 µM | actives 0.34% (n = 330,000);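 active = at 10 µM dose, activation of 40% or more, normalized to positive control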;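 note: 100% = tunicamycin at 10 µg/mL and 0% = DMSO alone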
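Assay system: CHO cells with stable CHOP pathway luciferase reporter; Buffer or medium: F12 plus 10% serum; Times: 16-18 h cell attachment, then 6 h compound exposure, 37 °C; Signal: luciferase luminescence; Read-out basis: percent activation relative to tunicamycin control; Control set: tunicamycin high control, DMSO low control.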
TIM10 inh: growth inhibitors of TIM10 yeast strain; S. cerevisiae TIM10 strain growth, BacTiter-Glo luminescence, 24 h; inhibition, % at 10 µM; actives 1.4% (n = 330,000);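 active = inhibition of 40% or more at the single tested concentration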;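 note: wild-type TIM10 isogenic control strain grown at permissive 25 °C; 0% = DMSO yeast wells and 100% = minimal medium wells without yeast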
The depositor's hits bear a star.

(1) Cc1cc(/C=N/NC(=O)c2ccncc2)c(C)n1-c1ccccc1
(2) COc1ccc(C2=NOC(CNC(=O)c3ccccc3Br)C2)c(OC)c1 (centres undefined)
(3) Cc1c(CC(=O)N[C@@H](C)C(=O)O)c(=O)oc2cc3oc4c(c3cc12)CCCC4
(4) CCc1nnc(NC(=O)C2Cc3ccccc3CN2S(=O)(=O)c2ccc(C)cc2)s1 (centres undefined)
(5) Cc1ccc(C(=O)C2=C(O)C(=O)N(Cc3ccco3)C2c2ccc(N(C)C)cc2)o1 (centres undefined)
(6) CC(=O)c1cccc(N2C(=NC(=O)C3CC3)SC3CS(=O)(=O)CC32)c1 (centres undefined)
(7) CC(=O)Nc1ccc(NC(=O)C(C)OC(=O)c2cc(S(=O)(=O)N(C)C)ccc2N2CCCC2)cc1 (centres undefined)
(8) O=C(O)c1nn(CCSc2ccccc2F)c(=O)c2ccccc12
Compound	1	2	3	4	5	6	7	8
UPR XBP1 act	10	-1	-7	1	-4	-4	-3	2
Jurkat NFkB inh	-3	3	11	-9	7	-4	4	3
tim23-1 inh	5	11	4	5	1	-1	15	-8
697 NFkB inh	-25	14	1	-22	-2	-14	-2	-14
Mdm2 MdmX PPI	-7	16	-11	-29	6	9	-7	5
tim10-1 inh	1	12	5	7	2	7	27	-7
UPR CHOP act	5.4	0.3	4.2	3.5	0.0	3.4	-1.7	4.5
TIM10 inh	-6	22	8	17	3	0	1	-38

(9) Nc1nonc1-n1nnc(C(=O)N/N=C/C2CCCCC2)c1-c1ccccc1
(10) CC(C)CC1NC(=S)N(C2CCCCC2)C1=O (centres undefined)
(11) O=C(CSc1nnc(CNC(=O)c2ccc(F)cc2)o1)NCCc1ccccc1
(12) Cc1nc(C(F)(F)F)nc(Nc2ccc(N=Nc3ccccc3)cc2)c1C#N
(13) Nc1nc(NCC2CCCO2)nc(NCC2CCCO2)c1[N+](=O)[O-] (centres undefined)
(14) Cc1cc(C(=O)CSc2nnc(Cc3ccccc3)o2)c(C)n1Cc1ccc2c(c1)OCO2
(15) COc1cccc(NC(=O)CCC2CCN(C(=O)c3cncs3)CC2)c1
(16) Cc1ccc(NC(=O)COC(=O)CCc2ccc(S(=O)(=O)N3CCOCC3)cc2)c(C)c1
Compound	9	10	11	12	13	14	15	16
UPR XBP1 act	0	2	-4	-1	-2	0	-4	-6
Jurkat NFkB inh	-6	-7	5	5	-2	-1	2	3
tim23-1 inh	-1	35	-14	-1	11	11	9	0
697 NFkB inh	3	7	-25	3	-36	-17	15	3
Mdm2 MdmX PPI	-4	11	16	5	-12	13	19	6
tim10-1 inh	-6	36	-6	2	23	25	3	6
UPR CHOP act	0.4	-2.6	0.1	0.3	-1.1	0.5	1.2	-0.9
TIM10 inh	5	27	-1	12	-11	21	9	2

(17) Cc1ccc(S(=O)(=O)NCCC(=O)NC(C)CCc2ccccc2)cc1 (centres undefined)
(18) O=C(O)c1c[nH]c2c(C(F)(F)F)cccc2c1=O
(19) Cc1cc(NC(=O)c2cccs2)ncc1NC(=O)C(C)C
(20) O=C(COc1ccc(Cl)cc1[N+](=O)[O-])NC1CCCCC1
(21) COc1cc(/C=C/C(=O)OCC(=O)c2ccc[nH]2)cc(OC)c1OC
(22) c1ccc(COc2ccc(-c3csnn3)cc2)cc1
(23) Cc1cc(O)c(C(C)C)cc1NC(=O)Nc1cccc2ccccc12
(24) CC(C)(C)C(=O)Nc1cccc(C(=O)Nc2cc(C(=O)O)cc(C(=O)O)c2)c1
Compound	17	18	19	20	21	22	23	24
UPR XBP1 act	-4	-4	-4	3	-2	3	-1	-1
Jurkat NFkB inh	-4	4	-78	-103	-2	-105	21	8
tim23-1 inh	12	-3	3	8	-3	-6	0	0
697 NFkB inh	-4	10	-83	-157	21	-139	21	4
Mdm2 MdmX PPI	-3	10	-32	-119	24	-110	31	15
tim10-1 inh	7	15	3	-16	3	0	0	-10
UPR CHOP act	0.2	0.9	2.6	5.8	-0.6	6.5	-0.5	-0.3
TIM10 inh	1	5	4	-16	-3	-16	4	5

(25) O=C(NCc1cccs1)C(=O)c1c[nH]c2ccccc12
(26) O=C(COC(=O)c1c2c(nc3ccccc13)CCCCC2)c1ccc(Cl)s1
(27) O=C(NCc1ccccc1)Nc1cccn(Cc2cccc(F)c2)c1=O
(28) COc1ccc2[nH]c(=O)c(CN(CCO)S(=O)(=O)c3c(C)ccc4nsnc34)cc2c1
(29) COc1ccc(NC(=O)C2CC(=O)N(C(C)C)C2)cc1 (centres undefined)
(30) CCCN(C(=O)c1ccc(S(=O)(=O)N2CCCC2)cc1)C1CCS(=O)(=O)C1 (centres undefined)
(31) COc1ccc2c(c1)CCc1c(C(=O)N3CCCc4ccccc43)noc1-2
(32) Cc1ccc(C23CC4CC(CC(C(=O)N(C)C)(C4)C2)C3)cc1
Compound	25	26	27	28	29	30	31	32
UPR XBP1 act	0	1	1	3	2	0	3	0
Jurkat NFkB inh	-40	26	-1	4	8	10	-28	-4
tim23-1 inh	-5	11	7	2	2	1	42	28
697 NFkB inh	-35	-26	-2	5	21	13	-25	-16
Mdm2 MdmX PPI	-45	6	-14	-11	21	29	-4	-6
tim10-1 inh	5	25	18	-4	7	-17	45*	35
UPR CHOP act	3.0	4.0	2.4	-3.0	-0.7	-0.7	5.2	-1.9
TIM10 inh	-8	0	6	4	3	3	34	15

(33) O=c1c2ccccc2nc(-c2ccccc2)n1CCN1CCOCC1
(34) CCOc1ccc(C2C(C(=O)Nc3cc(C)on3)c3ccccc3C(=O)N2CCN2CCOCC2)cc1 (centres undefined)
(35) O=C(Nc1nc(-c2ccc(F)cc2)cs1)c1cccnc1
(36) CCN1C(=O)/C(=C/c2nc3ccccc3c(=O)n2-c2ccccc2)c2ccccc21
(37) COc1ccc(OCC(=O)N2CCc3ccccc3C2)cc1
(38) COc1ccc(/C=C2/N=C(c3cccs3)OC2=O)cc1OC(C)C
(39) CC(Nc1nc(=S)nc(Nc2ccc(F)cc2)[nH]1)c1ccccc1 (centres undefined)
(40) COc1ccc(NC(=O)CSCc2ccc(C)cc2)cc1
Compound	33	34	35	36	37	38	39	40
UPR XBP1 act	-1	1	13	16	-1	-2	1	0
Jurkat NFkB inh	15	-1	-18	-9	10	-3	-5	1
tim23-1 inh	6	6	-7	42	15	39	22	12
697 NFkB inh	12	9	-28	-22	13	-3	-9	13
Mdm2 MdmX PPI	15	-12	-50	83*	5	-7	32	12
tim10-1 inh	18	-1	0	25	-5	42*	-7	17
UPR CHOP act	1.9	0.1	2.4	2.9	1.7	-1.0	0.1	0.0
TIM10 inh	1	-9	10	43*	0	33	7	10

Profiles as entered above. Screens in order: UPR XBP1 act	Jurkat NFkB inh	tim23-1 inh	697 NFkB inh	Mdm2 MdmX PPI	tim10-1 inh	UPR CHOP act	TIM10 inh
Cc1nc(C(F)(F)F)nc(Nc2ccc(N=Nc3ccccc3)cc2)c1C#N in the list: -1	5	-1	3	5	2	0.3	12
O=C(CSc1nnc(CNC(=O)c2ccc(F)cc2)o1)NCCc1ccccc1 in the list: -4	5	-14	-25	16	-6	0.1	-1

Later entries
(41) CCc1ccccc1Nc1nc(N)nc(CSCC(=O)c2cc(C)n(C)c2C)n1
(42) O=C(O)c1ccc(Cl)c(S(=O)(=O)Nc2ccccc2N2CCOCC2)c1
(43) CCOc1ccc(S(=O)(=O)NCCC(=O)N2CCN(c3ccc(OC)cc3)CC2)cc1
(44) CC1(c2ccc(OC(F)F)cc2)NC(=O)N(CC(=O)Nc2cccnc2Cl)C1=O (centres undefined)
(45) Cc1c(C(=O)NC(C)c2ccc(-n3ccnc3)cc2)cccc1[N+](=O)[O-] (centres undefined)
(46) Cc1ccc(NC(=O)c2ccc(F)cc2)nc1
Compound	41	42	43	44	45	46
UPR XBP1 act	0	-2	-5	1	-6	4
Jurkat NFkB inh	-8	-9	-2	5	6	-72
tim23-1 inh	10	6	-4	1	-10	11
697 NFkB inh	12	17	-10	-4	29	-94
Mdm2 MdmX PPI	7	22	-27	17	17	-48
tim10-1 inh	21	6	7	-14	-14	14
UPR CHOP act	0.8	-0.8	-1.3	-0.4	0.4	2.1
TIM10 inh	12	1	8	-2	-6	0

By substructure, the compounds so far with fluorine.
(8) O=C(O)c1nn(CCSc2ccccc2F)c(=O)c2ccccc12
(11) O=C(CSc1nnc(CNC(=O)c2ccc(F)cc2)o1)NCCc1ccccc1
(12) Cc1nc(C(F)(F)F)nc(Nc2ccc(N=Nc3ccccc3)cc2)c1C#N
(18) O=C(O)c1c[nH]c2c(C(F)(F)F)cccc2c1=O
(27) O=C(NCc1ccccc1)Nc1cccn(Cc2cccc(F)c2)c1=O
(35) O=C(Nc1nc(-c2ccc(F)cc2)cs1)c1cccnc1
(39) CC(Nc1nc(=S)nc(Nc2ccc(F)cc2)[nH]1)c1ccccc1 (centres undefined)
(44) CC1(c2ccc(OC(F)F)cc2)NC(=O)N(CC(=O)Nc2cccnc2Cl)C1=O (centres undefined)
(46) Cc1ccc(NC(=O)c2ccc(F)cc2)nc1
Compound	8	11	12	18	27	35	39	44	46
UPR XBP1 act	2	-4	-1	-4	1	13	1	1	4
Jurkat NFkB inh	3	5	5	4	-1	-18	-5	5	-72
tim23-1 inh	-8	-14	-1	-3	7	-7	22	1	11
697 NFkB inh	-14	-25	3	10	-2	-28	-9	-4	-94
Mdm2 MdmX PPI	5	16	5	10	-14	-50	32	17	-48
tim10-1 inh	-7	-6	2	15	18	0	-7	-14	14
UPR CHOP act	4.5	0.1	0.3	0.9	2.4	2.4	0.1	-0.4	2.1
TIM10 inh	-38	-1	12	5	6	10	7	-2	0

Screening results from PubChem.
